# All columns: NCI-60 one-dose screen, growth in % after 48 h at 10 µM unless noted; 100 = growth as untreated, 0 = no growth, -100 = all killed.
# SW-620: SW-620 colon cancer; actives 5.2% (n = 82,000); AID 1794795
# HCT-116: HCT-116 colon cancer | AID 1794798 | actives 7.3% (n = 82,000)
# COLO 205: COLO 205 colon cancer | actives 7.3% (n = 79,000)
# SNB-75: SNB-75 CNS cancer. actives 5% (n = 79,000)
# NCI-H322M: NCI-H322M lung cancer; actives 2.7% (n = 80,000)
# KM12: KM12 colon cancer cells; actives 5% (n = 82,000)
# HCT-15: HCT-15 colon cancer | actives 5.2% (n = 82,000) | AID 1794746
# HT29: HT29 colon cancer | AID 1794748 | actives 7.4% (n = 81,000)
# HCC-2998: HCC-2998 colon cancer | actives 4.7% (n = 79,000) | AID 1794799
# The depositor's hits bear a star; nt = no result given; & = joins results of further samples. The calls were made as follows: active = growth percent below 10; inactive = the rest.
SMILES,SW-620,HCT-116,COLO 205,SNB-75,NCI-H322M,KM12,HCT-15,HT29,HCC-2998
COc1cc(NC(=O)c2ccccc2-c2ccccc2)c(C(N)=O)cc1OC,104,116,108,90,95,100,104,101,102
CC(C)(C)OC(=O)CCC(NC(=O)OCC1c2ccccc2-c2ccccc21)C(=O)NC(Cc1c[nH]c2ccccc12)C(=O)NC(CCCCNC(=O)OC(C)(C)C)C(=O)N1CCCC1C(=O)NCC(N)=O (configuration not stated),93,105,106,90,100,113,106,93,102
O=[N+]([O-])c1cccc(/C=N/NC(=S)NC23CC4CC(CC(C4)C2)C3)c1,88,61,102,18,nt,95,96,89,103
N#CCSc1nc(-c2cc3ccccc3o2)cc(-c2ccc(Cl)cc2)c1C#N,102,101,81,18,101,95,71,81,122
COc1cc2c(cc1OC)-c1cc3c(O)[nH]c(=S)n3c(=O)c1=N2,101,97,108,89,100,104,101,104,99
Cn1cc(-c2nc(N)nnc2-c2ccccn2)c2cc(Br)ccc21,101,94,106,86,94,101,85,101,108
NC(=O)[C@H]1O[C@@H](n2cnc3c(=O)[nH]c(N)nc32)[C@H](O)[C@@H]1O,103,102,nt,101,99,109,101,107,115
Cc1ccc(/C=C2\S/C(=N/c3nccs3)N(C)C2=O)cc1,83,60,119,56,83,98,80,88,102
CC(=O)c1ccc(NC(=O)Cn2nc(C(F)(F)F)nc2N)cc1,104,98,106,88,101,105,106,84,103
COC(=O)Nc1nc2ccc(C(=O)c3ccccc3N(C)C3COC3)cc2[nH]1,15,30,nt,16,49,17,24,9.1*,67
Nc1c(Cl)cc(Cl)cc1C(=O)O,102,96,113,65,105,101,96,116,nt
COc1c(F)ccc(C(=O)Nc2ccc3nc(NC(=O)C4CCCNC4)sc3c2)c1F (configuration not stated),97,64,98,81,81,76,71,56,87
COC1=CC(c2ccc[nH]2)=N/C1=C\c1[nH]c(C)c(C(=O)OC(C)C)c1C,-29*,-90*,-80*,-16*,-28*,-66*,-30*,-12*,-53*
CCOC(=O)C1=C(C)N=C2Sc3ccccc3N2C1c1cn(-c2ccccc2)nc1-c1ccc(F)cc1 (configuration not stated),94,57,89,74,94,71,73,96,105
COc1cc2cc(c1Cl)N(C)C(=O)C[C@H](OC(=O)[C@H](C)N(C)C(=O)CCS)C[C@]1(C)O[C@H]1[C@H](C)[C@@H]1C[C@@](O)(NC(=O)O1)[C@H](OC)/C=C/C=C(\C)C2,18,2.4*,-66*,21,43,16,11,0.3*,8.6*

# An excerpt from above in order of length of the SMILES, lowest first:
SMILES,SW-620,HCT-116,COLO 205,SNB-75,NCI-H322M,KM12,HCT-15,HT29,HCC-2998
Nc1c(Cl)cc(Cl)cc1C(=O)O,102,96,113,65,105,101,96,116,nt
Cc1ccc(/C=C2\S/C(=N/c3nccs3)N(C)C2=O)cc1,83,60,119,56,83,98,80,88,102
CC(=O)c1ccc(NC(=O)Cn2nc(C(F)(F)F)nc2N)cc1,104,98,106,88,101,105,106,84,103
COc1cc2c(cc1OC)-c1cc3c(O)[nH]c(=S)n3c(=O)c1=N2,101,97,108,89,100,104,101,104,99
N#CCSc1nc(-c2cc3ccccc3o2)cc(-c2ccc(Cl)cc2)c1C#N,102,101,81,18,101,95,71,81,122
COC(=O)Nc1nc2ccc(C(=O)c3ccccc3N(C)C3COC3)cc2[nH]1,15,30,nt,16,49,17,24,9.1*,67
COc1c(F)ccc(C(=O)Nc2ccc3nc(NC(=O)C4CCCNC4)sc3c2)c1F (configuration not stated),97,64,98,81,81,76,71,56,87
O=[N+]([O-])c1cccc(/C=N/NC(=S)NC23CC4CC(CC(C4)C2)C3)c1,88,61,102,18,nt,95,96,89,103
NC(=O)[C@H]1O[C@@H](n2cnc3c(=O)[nH]c(N)nc32)[C@H](O)[C@@H]1O,103,102,nt,101,99,109,101,107,115
CCOC(=O)C1=C(C)N=C2Sc3ccccc3N2C1c1cn(-c2ccccc2)nc1-c1ccc(F)cc1 (configuration not stated),94,57,89,74,94,71,73,96,105
CC(C)(C)OC(=O)CCC(NC(=O)OCC1c2ccccc2-c2ccccc21)C(=O)NC(Cc1c[nH]c2ccccc12)C(=O)NC(CCCCNC(=O)OC(C)(C)C)C(=O)N1CCCC1C(=O)NCC(N)=O (configuration not stated),93,105,106,90,100,113,106,93,102
COc1cc2cc(c1Cl)N(C)C(=O)C[C@H](OC(=O)[C@H](C)N(C)C(=O)CCS)C[C@]1(C)O[C@H]1[C@H](C)[C@@H]1C[C@@](O)(NC(=O)O1)[C@H](OC)/C=C/C=C(\C)C2,18,2.4*,-66*,21,43,16,11,0.3*,8.6*

# The results go on.
SMILES,SW-620,HCT-116,COLO 205,SNB-75,NCI-H322M,KM12,HCT-15,HT29,HCC-2998
O=C(C[n+]1cc(Br)cc(Br)c1)c1ccc2c(c1)CCCC2,101,91,92,93,109,101,100,87,104
C[C@H]1COc2c(N3CCN(C)CC3)c(F)cc3c(=O)c(C(=O)NO)cn1c23,102,98,106,99,nt,104,98,99,113
CC1(C)OC2OC(COC(=O)c3ccccc3)C(OS(C)(=O)=O)C2O1 (configuration not stated),114,96,103,88,100,99,104,105,100
Cc1ccc(C)c(OCC(=O)O)c1,104,114,108,100,112,107,101,108,98
COc1cc([N+](=O)[O-])ccc1N=Nc1cc(S(=O)(=O)O)c2cccc(S(=O)(=O)O)c2c1O,94,100,97,83,102,94,108,100,105
C=CCNc1ccc2c3c(cccc13)C(=O)N(N1C(=O)c3cccc4cccc(c34)C1=O)C2=O,108,100,117,90,102,105,102,103,107
CC(=O)Oc1cc([N+](=O)[O-])c2ncccc2c1,91,98,101,77,112,104,87,100,99
CC(C)(C)n1nnnc1C(Nc1cccc([N+](=O)[O-])c1)c1cccc(Oc2ccccc2)c1 (configuration not stated),91,67,105,91,89,98,91,88,122
Fc1ccccc1-c1ccccc1,96,105,112,95,105,104,104,104,111
C[N+]1(CCCCCCCCCC[N+]2(C)CCCCCC2)CCCCCC1,108,105,112,117,154,109,102,113,nt
O=C1c2ccccc2-c2c(Br)c3ccccc3c(=O)n21,105,107,117,69,103,107,94,114,105
COc1cc(-c2cc(/C=C3\C(=O)Nc4ccccc43)[nH]n2)cc(OC)c1OC,60,47,32,44,69,10,37,56,87
CC(=O)c1ccc(NC(=O)c2cn(-c3ccccc3)nc2-c2ccncc2)cc1,100,92,105,82,107,105,86,77,105
COc1ccc(C2OC3=C(Nc4ccc(Cl)cc4N3)C2=O)cc1 (configuration not stated),98,85,115,67,87,90,96,97,94
Cc1ccc(C2=NN(c3ccc(S(=O)(=O)NC(=O)NCc4ccccc4)cc3)C(c3ccccc3Cl)C2)c(C)c1 (configuration not stated),93,67,83,73,109,78,68,88,87
Nc1ccc(S(=O)(=O)c2ccc(Cl)cc2)cc1,94,97,109,80,91,93,98,98,102
Nc1nc(-c2ccc3ccccc3c2)nn1-c1nc2ccccc2s1,97,108,108,77,99,102,100,107,110
COc1ccc(/C=C2\CCC3C(=O)CCCC3(C)C2=O)cc1 (configuration not stated),110,103,106,112,100,105,86,96,105
CCC(C)OC(=O)c1ccccc1C(=O)O (configuration not stated),104,95,132,92,106,108,108,101,100
CNC(=O)c1cc(N2CCc3c2ccc(NC(=O)Nc2ccc(Cl)c(Cl)c2)c3F)ccn1,114,93,90,nt,105,25,74,91,96
CC(C)(C)Cc1cssc1=S,105,100,107,93,100,109,109,103,110
Clc1nnc(NC2CCCCC2)c(Cl)c1Cl,64,54,106,114,90,109,19,30,105
c1cc2ccc3cc2cc1CNCCNCCNCc1ccc2ccc(cc2c1)CNCCNCCNC3,96,87,98,89,94,92,98,47,99
CC(=O)OC1CCCCC1C1CCCCC1 (configuration not stated),103,101,nt,104,109,107,101,122,108
COc1ccc(NC2=C(C#N)C(=N)N3C(=NN2)Sc2c(C)ccc(C)c23)cc1,114,110,114,109,108,106,102,105,109
Nc1ccc2c(c1)C(O)c1cccc(C(=O)O)c1-2 (configuration not stated),108,101,106,96,nt,99,93,101,106
OCCCc1ccco1,97,106,115,93,106,106,103,107,103
COc1cc(-c2ccc(NC(=O)c3cc4ccccc4cc3O)c(OC)c2)ccc1NC(=O)c1cc2ccccc2cc1O,94,92,108,70,102,97,98,103,nt
O=C1NC(CCO)C(=O)NC1CCO (configuration not stated),110,110,104,95,101,110,100,114,nt
O=C(CBr)c1ccc(O)c(C(=O)O)c1,104,106,121,95,108,112,110,122,92
C=CCNCCN1C(=O)c2ccc3c4c(ccc(c24)C1=O)C(=O)N(CCNCC=C)C3=O,-50*,-23*,-90*,-38*,nt,-54*,-67*,-45*,-81*
O=C1OCC2=C1C(c1cccc(Cl)c1)c1cc3c(cc1N2CCO)OCO3 (configuration not stated),21,19,-6.4*,12,43,8.2*,19,4.6*,nt
CC(=O)Nc1ccc2c(c1)/C(=C\C=C/c1ccc([N+](C)(C)C)cc1)c1ccccc1-2,99,70,58,-1.8*,50,97,89,59,114
Cn1c2ccc(Br)cc2c2nnc(Sc3no[n+]([O-])c3-c3ccccc3)nc21,115,81,122,95,88,93,80,101,103
Cc1cc(NS(=O)(=O)c2ccc(N=C3NC(=O)/C(=C/c4coc5ccccc5c4=O)S3)cc2)no1,106,105,122,67,102,114,103,122,103
CC(C)(C)c1ccc(S(=O)(=O)Oc2ccc(NC(=O)C3CCCCCCC3)cc2)cc1,77,58,94,92,93,62,70,67,96
Clc1ccc(C(c2ccccc2Cl)C(Cl)Cl)cc1 (configuration not stated),90,75,104,64,97,92,91,76,98
C=CCN1CC(C(=O)C2CNc3ccccc32)=C(O)C1=O (configuration not stated),102,111,108,95,101,111,107,106,99
NCCCCC(N)C(=O)NC(CCCN=C(N)N)C(=O)O (configuration not stated),100,117,115,85,108,107,105,116,102
Nc1nc(SCc2ccco2)nc2nc[nH]c12,95,99,105,93,131,99,108,100,90
CC1CCC(O)(C(C(=O)O)c2ccccc2)CC1 (configuration not stated),106,109,110,94,119,96,104,107,129
COc1ccc2c(c1)[nH]c(=O)c1c3cc(OC)c(OC)cc3cn21,32,-19*,-35*,72,21,-33*,-6.4*,nt,26
Cc1ccc(-c2cc(-c3ccccn3)[nH]c(=O)c2C#N)cc1,101,103,122,86,100,101,30,97,104
Cc1ccc(NS(=O)(=O)c2ccccc2)cc1,103,97,120,84,96,106,100,92,108
CCOC(=O)c1c(C)nc2c(c1N)/C(=C/c1cccs1)C(=O)N2CCc1ccc(OC)c(OC)c1,97,57,98,105,94,95,94,76,105
NC(=S)N/N=C(\c1ccc(Br)cc1)C1CC1,71&80,2.4*,95&98,77&87,84&101,108&101,83&82,68,94&97
Cn1c2ccccc2c2c3c(c4c5ccc(Br)cc5oc4c21)C(=O)NC3=O,87,94,85,86,85,96,93,97,108
CCC(O)(CCN(C)C)c1ccccc1 (configuration not stated),101,105,103,98,111,100,103,92,98
Cn1c(=O)c2nc(CC(=Nc3cccc(C(F)(F)F)c3)c3ccccc3)c(=O)[nH]c2n(C)c1=O,94,107,104,76,94,101,99,107,102
Brc1ccc(-c2csc(Nc3ccccn3)n2)cc1,103,81,107,93,95,86,138,98,-5.0*
COc1cc(OC)cc(-c2cncn2-c2ccc(-c3nc4cc(OC)c(OC)c(OC)c4s3)cc2)c1,68,26,60,67,84,45,51,52,60
COc1ccc(CCNC(=O)/C(=C\c2ccc3c(c2)OCO3)NC(=O)c2ccccc2)cc1OC,96,103,101,89,106,103,97,102,98
CSc1ccc2c(c1)N(C(=O)/C(C#N)=C/c1ccc(Cl)cc1Cl)c1ccccc1S2,99,94,nt,55,92,100,91,95,96
Oc1ccc(-c2nc3c4c(-c5ccccc5)c(-c5ccccc5)oc4ncn3n2)cc1,106,97,115,83,110,37,79,109,107
Oc1ccc2ccccc2c1CN(Cc1ccccc1)Cc1cc(Cl)cc(Cl)c1O,100,87,113,93,97,100,112,101,103
C/C(=N\NC(=O)CSc1nc2ccccc2c(=O)n1CCc1ccc(S(N)(=O)=O)cc1)c1ccc(N)cc1,99,98,122,99,99,96,94,109,99
CC(C)c1ccc(S(N)(=O)=O)cc1,102,97,91,76,104,96,100,93,119
NC1=NC(c2ccc(Br)cc2)N=C(Nc2nn[nH]n2)N1 (configuration not stated),97,98,104,90,103,97,100,114,108
CC1=CC(C)(C)Nc2ccccc21,102,100,105,102,104,105,111,97,92
C=C[C@@]1(C)CC(=O)[C@@H](C(C)(C)c2cn(C)c3ccc(Br)cc23)C[C@@H]1O[Si](C)(C)C(C)(C)C,97,90,104,102,101,100,102,103,109
# The listing continues:
SMILES,SW-620,HCT-116,COLO 205,SNB-75,NCI-H322M,KM12,HCT-15,HT29,HCC-2998
O=C(O)CC1C=CCCC1 (configuration not stated),111,101,105,101,104,107,104,102,102
Cc1ccccc1OC(=O)c1ccc(Cl)cc1,102,87,126,80,104,113,103,111,130
O=C(CNc1nc(-c2cccc([N+](=O)[O-])c2)cs1)Nc1cccc([N+](=O)[O-])c1,1.8*,-8.6*,-31*,53,59,4.1*,4.0*,-35*,-56*
CCc1cc(N)c(S(=O)(=O)O)cc1Cl,102,98,101,105,127,104,108,101,103
O=c1c2ccccc2n(CC(O)CN2CCCC2)c2cc(Cl)ccc12 (configuration not stated),89,93,72,101,108,92,97,102,96
Fc1ccc(-c2nc3ccccc3n3cccc23)cc1,101,99,111,90,91,94,87,105,95
O=C(O)C(S)c1ccc2ccccc2c1 (configuration not stated),105,106,104,nt,101,103,105,102,108
O/N=C\c1cc(-c2ccc(I)cc2)on1,96,94,107,95,93,94,92,110,102
CSc1nc2c(c(=O)[nH]1)C1(C(=O)N(Cc3ccccc3)c3ccccc31)c1c(nc(SC)[nH]c1=O)N2,99,92,96,89,103,104,101,108,108
COc1ccc(Cn2cc3c(c2-c2ccccc2)CCc2cnc(N)nc2-3)cc1,93,84,103,105,127,87,96,105,109
CS(=O)(=O)Nc1ccc(C(=O)CC2(O)C(=O)Nc3ccccc32)cc1 (configuration not stated),109,99,115,95,101,100,103,108,95

# Bioassay records as filed in PubChem BioAssay.
